# Assay outcomes deposited in PubChem by The Scripps Research Institute Molecular Screening Center.
# S1P3 antag: S1P3 receptor antagonists, primary screen, cell-based. hit rate 0.27% among 170,000. AID 485, 2006. Sphingosine 1-phosphate receptor 3 (Homo sapiens), Q99500. inhibition, % at 4.98 µM. CHO S1P3 NFAT-BLA reporter, FRET fluorescence, antagonist mode;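 active means inhibition above the plate cutoff, the mean inhibition of test wells on that plate plus 3 SD, cut at about 28% in these data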;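 further: cells challenged with S1P at its EC80 of 0.8 µM; blue over green emission ratio from cleaved BLA substrate after 4 h stimulation; 0% = S1P-stimulated wells and 100% = unstimulated DMSO-only wells; some compounds past the cut are filed as inactive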
# Target sequence (Q99500 whole entry, looked up): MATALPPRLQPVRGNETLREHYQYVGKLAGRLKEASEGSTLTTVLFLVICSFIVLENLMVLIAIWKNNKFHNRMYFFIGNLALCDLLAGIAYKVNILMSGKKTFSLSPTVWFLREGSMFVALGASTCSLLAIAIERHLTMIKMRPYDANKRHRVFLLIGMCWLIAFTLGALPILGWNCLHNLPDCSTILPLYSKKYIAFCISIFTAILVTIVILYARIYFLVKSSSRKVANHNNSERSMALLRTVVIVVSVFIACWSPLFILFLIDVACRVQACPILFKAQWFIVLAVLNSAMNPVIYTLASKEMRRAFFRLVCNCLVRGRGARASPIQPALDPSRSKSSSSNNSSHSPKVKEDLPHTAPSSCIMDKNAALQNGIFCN
# Numbers without * were called inactive.
entry	SMILES	S1P3 antag
1	O=C(/C=C/c1ccccc1)c1c[nH]c2ccccc12	4
2	Cc1nc2cccnc2nc1C	-1
3	C=C(C)COc1ccc(-c2[nH]ncc2-c2ccc(OC)cc2)c(O)c1	2
4	COc1ccc(/C=N/Nc2nc(-c3cccnc3)nc3ccccc23)c(OC)c1	-5
5	O=C(NN=C1CCCC1)c1[nH]c2ccc(Cl)cc2c1-c1ccccc1	10
6	CCOC(=O)C(=CNNc1c(C)csc1C(=O)OC)C(=O)OCC	-2
7	C/C(CCC(C)C)=N\NS(=O)(=O)c1ccc(C)c([N+](=O)[O-])c1	-12
8	CN(C)c1ccc(N2C(=O)CC(c3ccccc3)CC2=O)cc1	-4
9	Cc1ccc(Nc2nc(=O)c3cc([N+](=O)[O-])ccc3s2)cc1	-4
10	O=C(NCCc1ccc(Cl)cc1)c1cc(-c2ccncc2)nc2ccccc12	-4
11	CN(C)CCN1CC(O)=C(c2nc3ccccc3s2)C1=N	-12
12	Cc1ccc(NC(=O)c2ccc3ncsc3c2)cc1S(=O)(=O)N(C)C	11
13	Cc1nc2c(O)cccc2cc1CO	-6
14	Cc1nc(-c2ccncc2)nc(NCCNc2ccc(C(F)(F)F)cn2)c1Cl	0
15	O=C(Cc1ccc(Cl)cc1)c1ccc(O)cc1	7
16	O=C(CNC(=O)c1ccco1)N=Nc1c(O)n(CCc2ccccc2)c2ccccc12	1
17	N#C/C(=C/c1cccs1)c1ccccn1	10
18	O=C(NCc1ccc2c(c1)OCO2)C1CCC(=O)N1C1CCCCC1 (stereo unspecified)	-15
19	O=C(Cn1ncc2c1-c1ccccc1OC2)N1CCN(Cc2ccccc2)CC1	4
20	CS(=O)(=O)c1ccccc1C(=O)Nc1nc2ccccc2[nH]1	-1
21	CC(C)S(=O)(=O)c1cnc(N2CCOCC2)nc1N	-4
22	O=C(CSC(=S)N1CCOCC1)Nc1ncc2c(n1)CC(c1ccco1)CC2=O (stereo unspecified)	-12
23	Nc1ncc([N+](=O)[O-])c(Oc2ccccc2F)n1	-4
24	CN(CCO)CC(O)CN(c1ccccc1)c1ccccc1 (stereo unspecified)	7
25	Cc1ccc(N2CN(CCc3ccccc3)CNC2=S)cc1	7
26	Cc1cccc(N2CCN(Cc3nc(C4CC4)no3)CC2)n1	1
27	COc1ccc(N(CC(=O)NCCC2=CCCCC2)S(=O)(=O)c2ccccc2F)cc1	-5
28	CCc1nc2sc3ccccc3c(=O)c2c(=O)n1Cc1ccc(OC)cc1	22
29	S=C(NCCc1ccccc1)N/N=C/c1ccc(Cl)cc1	-9
30	CC1CCCN(c2ncnc3c2cnn3-c2ccc(Cl)cc2)C1 (stereo unspecified)	-14
31	C/C(=N\Nc1ccc(C(=O)c2c(C)cc3ccccn23)cc1[N+](=O)[O-])c1ccc(O)cc1	2
32	CN(CC(=O)NCc1cccnc1)S(=O)(=O)c1ccccc1	-9
33	C/C(=N\NC(=O)c1ccc2nc[nH]c2c1)c1ccc([N+](=O)[O-])cc1	3
34	O=C(Nc1ccc(-c2csnn2)cc1)C1CC1	8
35	O=C(CSc1nc2ccc(Nc3nc(N4CCCC4)nc(N4CCCC4)n3)cc2s1)NCc1ccco1	-8
36	O=C(N/N=C\c1ccc(Cl)cc1)C1=NOC2COC3(CCN(c4ccc([N+](=O)[O-])cc4)CC3)OCC12 (stereo unspecified)	6
37	Cn1c(=S)oc2ccccc21	3
38	O=C(CCS(=O)(=O)c1ccccc1Cl)Nc1ccc(S(=O)(=O)Nc2ncccn2)cc1	-11
39	Cn1nc(C(C)(C)C)cc1C(=O)NNC(=O)c1ccccc1Cl	-5
40	CC(=O)c1ccccc1OC(=O)c1ccc([N+](=O)[O-])o1	7
41	CC(=O)c1c(C)[nH]c(C(=O)Nc2ccc(S(=O)(=O)N(C)C)cc2)c1C	-11
42	COc1ccc(-c2cn3ccc(C)cc3n2)cc1	13
43	COc1ccc(/C=C/C(=O)NC(=S)NNC(=O)c2cccs2)cc1OC	-17
44	O=C1CCCC1C(=O)Nc1ccc2ccccc2c1 (stereo unspecified)	9
45	CN1CCc2c(sc3c2C(=O)NC(/C=C\c2ccccc2)N3)C1 (stereo unspecified)	10
46	Cc1cc(C)c2c(CCl)cc(=O)oc2c1	7
47	Cn1c(=O)c2c(O)c(C=NCc3ccccc3)c(=O)n(C)c2n(C)c1=O	-12
48	O=C(O)COCC(=O)Nc1cc(C(F)(F)F)cc(C(F)(F)F)c1	1
49	CN1CCN(C(=S)NC(=O)/C=C/c2cccs2)CC1	0
50	COc1ccccc1Oc1ccc2c(c1)C(=O)N(CC1CCCO1)C2=O (stereo unspecified)	-8
51	CCn1cc(Br)c(C(=O)Nc2ccc(F)cc2F)n1	9
52	COc1cc2c(cc1OC)C(CCc1ccccc1)=NCC2	-3
53	COc1ccc(/C=N/NC(=O)c2cccnc2)cc1COc1ccc([N+](=O)[O-])cc1	-5
54	COc1ccc2c(c1)CC/C(=C\c1ccc(C)o1)C2=O	1
55	CCCc1nc(SCC(=O)N2CCC(C)CC2)c2c(=O)n(C)c(=O)n(C)c2n1	-1
56	COC(=O)N/N=C/c1cc(N=Nc2ccccc2)ccc1O	-6
57	Cc1oc2ccc(OCc3c(F)cccc3Cl)cc2c1C(=O)O	-7
58	CC1CCc2c(sc3nc(SCc4nc(-c5ccccc5)no4)n(C)c(=O)c23)C1 (stereo unspecified)	11
59	COc1cccc(C2Nc3cccc4cccc(c34)N2)c1	2
60	CN1C2CCC1CC(NC(=O)CSCc1ccc(Cl)cc1Cl)C2 (stereo unspecified)	15

# The listing continues.
entry	SMILES	S1P3 antag
61	CCCc1nc(-c2cc3ccccc3[nH]c2=O)no1	6
62	NS(=O)(=O)c1ccc(NC(=O)CN2C(=O)CCC2=O)cc1	-4
63	O=C(N/N=C/C(Br)=C/c1ccccc1)c1cnccn1	-13
64	CSc1nc2cc(C)nn2c(-c2ccccc2Cl)c1C#N	-9
65	CCNC(=O)C1CC(=O)N(CCCc2ccccc2)C(=Nc2ccccc2)S1 (stereo unspecified)	0
66	Cc1ccc(C(=O)NCc2ccc3c(c2)CCO3)cc1C	9
67	CCCCN(C)C(=O)c1cc2c(s1)-c1ccccc1S(=O)(=O)C2	0
68	O=C(NN1C(=O)C2C(C1=O)C1C=CC2C12CC2)c1ccc(Cl)cc1 (stereo unspecified)	-1
69	CCOC(=O)c1nnn2c1nc(N1CCN(C)CC1)c1ccccc12	-9
70	CCC(=O)Nc1cc(=O)[nH]c2nc(-c3ccc(Cl)cc3)nn12	-11
71	Cc1cc(C)c(C(=O)C[n+]2cccc(C(N)=O)c2)c(C)c1	-9
72	COc1ccccc1C(=O)OCn1nnc2ccccc2c1=O	-6
73	COCCNc1nc(-c2ccccc2)nc2c1oc1ccccc12	-5
74	O=S(=O)(CCSc1ccc(C(F)(F)F)cn1)c1ccccc1	1
75	CCn1cc(C(=O)O)c(=O)c2cc(F)c(N3CCN(C(=S)NC(=O)c4ccccc4C)CC3)cc21	-4
76	CCCCSc1cc(=O)[nH]c(N)n1	-6
77	COC(=O)c1sccc1NC(=O)CC1C(=O)NCCN1C(=O)Nc1ccc(OCc2ccccc2)cc1 (stereo unspecified)	1
78	Cc1ccc(NCC(=O)N=Nc2c(O)[nH]c3ccc([N+](=O)[O-])cc23)cc1	0
79	O=C(NC(=O)c1ccccc1F)OCc1ccc(Cl)cc1Cl	6
80	COc1cccc2[nH]c3c(=O)n(CCCN4CCOCC4)cnc3c12	13
81	O=C(Nc1cnn(Cc2ccc(Cl)cc2)c1)c1cccs1	1
82	CC(=O)Nc1nc2ccccc2n1Cc1ccccc1Cl	20
83	COC(=O)CCCCCN1C(=O)/C(=C\c2ccncc2)SC1=S	-10
84	COc1cc(/C=N/NC(=O)c2cncc(Br)c2)cc([N+](=O)[O-])c1O	-19
85	O/N=C/c1ccc2ccccc2n1	-4
86	N/C(Cc1nc2ccccc2s1)=N\O	1
87	C/C(=N/NC(=O)CNC(=O)CCc1ccccc1)c1ccc(Cl)c(Cl)c1	0
88	Cc1ccc(CC(=O)NCCC(=O)O)cc1	5
89	Cc1nc(-c2ccc(S(=O)(=O)NCC3CCN(C(=O)OC(C)(C)C)CC3)s2)cs1	-11
90	CC(=O)Nc1ccc(/C=N/Nc2ccc(C(=O)c3c(C)cc4ccccn34)cc2[N+](=O)[O-])cc1	5
91	COc1ccc(/C(C)=N/Nc2ccccc2Cl)c(O)c1	9
92	Nc1c(NCc2ccccc2)c(=O)c1=O	4
93	CN(C)c1cc(Cl)c2nonc2c1N	-10
94	COc1ccc2c3c([nH]c2c1)C1(NCC3)C(=O)Nc2ccccc21 (stereo unspecified)	-1
95	O=C(N/N=C/C=C/c1ccccc1[N+](=O)[O-])c1ccncc1	-5
96	O=C(O)c1ccc(S(=O)(=O)c2ccc3c(c2)C(=O)N(c2ccc(O)cc2)C3=O)cc1	-5
97	C/C(CC(=O)NCCN1CCOCC1)=N\NC(=O)c1ccncc1	-3
98	CNc1n[nH]c(=S)s1	2
99	COc1ccc(CNC(=O)c2ccc3c(c2)NC(=O)C(C)S3)cc1 (stereo unspecified)	-6
100	c1ccc(CN2CCC(N3CCN(Cc4ccc5c(c4)OCO5)CC3)CC2)cc1	-36
101	COc1ccc(-c2cc(CCCC(=O)NCCc3ccccc3)no2)cc1	0
102	COc1ccc(CC(=O)N/N=C/c2ccc(-c3cccc(C(=O)O)c3)o2)cc1OC	-4
103	O=S(=O)(NCc1csc(-c2cccs2)n1)c1ccccc1	11
104	Cc1oc(S(=O)(=O)N2CCOCC2)cc1C(=O)Nc1ccc(F)cc1	12
105	CCC(CC)=NNc1ccc(S(N)(=O)=O)cc1[N+](=O)[O-]	-1
106	CCCCOC(=O)N1CCOCCOCCOCC1	-8
107	O=C1Nc2ccccc2/C1=N/N=C/c1cccc(O)c1	-14
108	CC(C)Cc1ccc(C(C)C(=O)Nc2ccccc2O)cc1 (stereo unspecified)	0
109	COc1ccccc1NS(=O)(=O)c1cccc2nsnc12	-2
110	CCOP1(=O)OCC2OC(n3cnc4c(N)ncnc43)C(O)C2O1 (stereo unspecified)	-17
111	CC(C)CCOP(=O)(c1ccc(N(C)C)cc1)C(Nc1ccccc1)c1ccc(N(C)C)cc1 (stereo unspecified)	14
112	COc1ccc(-c2nnc(NC(=O)Cc3ccccc3)s2)c(OC)c1	0
113	COC(=O)N/N=C/c1cn(Cc2ccc(F)cc2)c2ccccc12	20
114	O=C(/C=C/c1ccc2c(c1)OCO2)c1ccccn1	5
115	CCn1cc(C(=O)NCC(C)C)c(=O)c2cc(F)c(N3CCN(C)CC3)cc21	-8
116	CCOc1ccc(N=C/C=C/c2ccccc2)c(O)c1	0
117	COc1ccccc1C(=O)Nc1nnc(-c2ccc(Cl)cc2)o1	-8
118	COCc1cc(=O)n2[nH]c(C(C)(C)C)cc2n1	-17
119	O=C(Nc1cccc(Cl)c1)N1N=CCC1c1ccccc1 (stereo unspecified)	6
120	O=C(Nc1cc(S(=O)(=O)N2CCOCC2)ccc1N1CCCC1)c1cccnc1Cl	-16

# 7 records drawn at random from the list so far:
entry	SMILES	S1P3 antag
100	c1ccc(CN2CCC(N3CCN(Cc4ccc5c(c4)OCO5)CC3)CC2)cc1	-36
97	C/C(CC(=O)NCCN1CCOCC1)=N\NC(=O)c1ccncc1	-3
94	COc1ccc2c3c([nH]c2c1)C1(NCC3)C(=O)Nc2ccccc21 (stereo unspecified)	-1
91	COc1ccc(/C(C)=N/Nc2ccccc2Cl)c(O)c1	9
115	CCn1cc(C(=O)NCC(C)C)c(=O)c2cc(F)c(N3CCN(C)CC3)cc21	-8
116	CCOc1ccc(N=C/C=C/c2ccccc2)c(O)c1	0
98	CNc1n[nH]c(=S)s1	2

# Further entries.
entry	SMILES	S1P3 antag
121	O=C(NC(=S)NNC(=O)[C@H]1C[C@@H]1c1ccccc1)c1ccc(F)cc1	-4
122	Cn1cc(Cl)c(/C=C(\C#N)S(=O)(=O)c2ccccc2)n1	-3
123	CCOCCCn1cnc2c3cc(F)ccc3n(C)c2c1=O	3
124	COc1ccc(C2Nc3ccccc3C(=O)N2Cc2ccccc2)cc1CN1CCOCC1 (stereo unspecified)	-7
125	O=S(=O)(Nc1ccc(N2CCCCC2)cc1)c1ccccc1F	2
126	C/C(=N\NC(=O)CNC(=O)c1ccc2c(c1)OCCO2)c1ccco1	0
127	O=C(O)CC1NCCc2ccccc21 (stereo unspecified)	-1
128	Cn1c(C(=O)NCCN2CCN(Cc3ccccc3)CC2)cc2c(=O)n(C)c3ccccc3c21	-37
129	CC1CCCCC12NC(=S)N(c1ccccc1)N2 (stereo unspecified)	-8
130	O=C1c2ccccc2C(=O)c2c1cccc2-n1nnc2ccccc21	-8
131	Cc1ccc([N+](=O)[O-])c(C(=O)N/N=C/c2cccnc2)c1	4
132	CC(=O)CC(=O)Nc1ccc2ccccc2c1	-19
133	O=C(O)c1cc(N/N=C/C=C/c2ccccc2[N+](=O)[O-])ccc1Cl	13
134	CC(C)(C)c1csc(Sc2ccc([N+](=O)[O-])cn2)n1	5
135	Cc1ccc(-c2nc(NC(=O)CSc3ncn[nH]3)ns2)cc1	-18
136	Cc1onc(-c2ccc(Cl)cc2Cl)c1-c1csc(COc2ccccc2)n1	1
137	NNC(=O)c1csc(COc2cc(Cl)cc(Cl)c2)n1	-10
138	CCCSc1nc2c(c(=O)n(C)c(=O)n2C)n1C	-6
139	CCOc1cc2[nH]c(=O)n(CC3CCC(C(=O)NCCC(C)C)CC3)c(=O)c2cc1OCC (stereo unspecified)	-14
140	COC(=O)CC(CP(=O)(O)CN(C)C=O)C(=O)OC (stereo unspecified)	0
141	CC(C)(C)c1ccc(-c2nc(C#N)c(NCCCn3ccnc3)o2)cc1	17
142	Cc1cc2nnc(SCC(=O)NCc3ccco3)n2c2ccccc12	2
143	O=C1CS/C(=N\N=C\c2ccco2)N1c1ccccc1	1
144	CC(/C=C/c1ccccc1)=N\NC(=O)Cn1cncn1	2

# A portion of the library, so the mix of outcomes need not match the whole.
